PABP1 MLLE inh – blocks PAM2 peptide binding to the PABP1 MLLE domain; inhibition, % at 20 µM; 360,000 compounds, 0.36% hits; P11940; GST-MLLE / FITC-PAM2 fluorescence polarization; in the data active = inhibition above about 35%, passing the limit was not always enough;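 also: plate controls were DMSO wells with GST-MLLE for no effect and wells lacking GST-MLLE protein for full effect; some results filed as inactive read as strong as hits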
LMPTP block – blocks human LMPTP phosphatase; P24666; recombinant LMPTP-A, OMFP fluorogenic substrate, fluorescence intensity; inhibition, % at 20 µM; 360,000 compounds, 0.22% hits; AID 651560;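 active = compounds that cut the enzyme signal by at least half of the control window in the single-dose screen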;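 also: plate controls were DMSO wells with enzyme plus substrate for no effect and substrate without enzyme for full effect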
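Test system: LMPTP-A phosphatase enzyme. Amount: LMPTP-A at 0.625 nM final in the reaction. Reagent: OMFP substrate, 400 µM final. Times: 50 min at room temperature. Signal: endpoint fluorescence intensity from OMFP dephosphorylation. Read-out basis: % inhibition. Benchmarks: no-enzyme and uninhibited controls.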
CSN inh – blocks human CSN-mediated cullin deneddylation. Purified CSN, SCF-Nedd8-OG deneddylation, fluorescence polarization. inhibition, % at 12.5 µM. Q92905. 360,000 compounds, 0.38% hits;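 active = pattern-corrected inhibition above about 35%, with an unprinted fluorescence ratio check between 0.5 and 1.5, limit read from the data, passing the limit was not always enough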;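 also: 0% = enzyme with substrate and 100% = substrate without enzyme; some results filed as inactive read as strong as hits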
Target sequence (Q92905 whole entry, looked up, one chain of several): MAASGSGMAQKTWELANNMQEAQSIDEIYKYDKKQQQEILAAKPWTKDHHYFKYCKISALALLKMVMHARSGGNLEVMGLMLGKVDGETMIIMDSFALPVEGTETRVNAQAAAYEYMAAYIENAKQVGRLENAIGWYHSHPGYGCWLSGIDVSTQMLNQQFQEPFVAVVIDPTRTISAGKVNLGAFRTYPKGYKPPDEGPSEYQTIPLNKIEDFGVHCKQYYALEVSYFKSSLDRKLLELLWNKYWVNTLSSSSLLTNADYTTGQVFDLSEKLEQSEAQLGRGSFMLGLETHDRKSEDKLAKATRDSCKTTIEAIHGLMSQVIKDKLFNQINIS
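Test system: Human Csn5 produced in HEK293T cells | Compound: 12.5 µM single point | Times: 90 min, room temperature | Signal: Fluorescence polarization readout | Read-out basis: % inhibition of substrate cleavage by Csn5 | Controls: no-enzyme wells high, enzyme-with-substrate wells low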
DNMT1 inh – DNMT1 (human) enzyme inhibition; 360,000 compounds, 0.83% hits; P26358; inhibition (reported as % activation of signal), % at 10 µM; DNMT1 molecular beacon, Hinp1I cleavage, fluorescence; in the data active = inhibition above about 50%
SUMO1 PPI mod – alters human SUMO1 binding to SIM partners. P63165. SUMO1 binding to a labelled peptide, TR-FRET, 1 h. inhibition, % at 20 µM. 360,000 compounds, 0.33% hits. AID 602429; in the data active = inhibition above about 37%
Target sequence (P63165 whole entry, looked up): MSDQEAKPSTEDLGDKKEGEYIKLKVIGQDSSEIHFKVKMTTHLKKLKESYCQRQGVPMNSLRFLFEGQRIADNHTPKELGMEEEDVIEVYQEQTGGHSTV
STEP block – STEP (human) phosphatase inhibition; P54829; AID 588621; inhibition, % at 20 µM; recombinant STEP, OMFP fluorogenic substrate, fluorescence; 360,000 compounds, 0.25% hits;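 active = inhibition at 20 µM, scaled per plate between control wells, above about 37%, limit read from the data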;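 also: 0% = DMSO with enzyme and substrate and 100% = substrate only without enzyme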
Target sequence (P54829 whole entry, looked up): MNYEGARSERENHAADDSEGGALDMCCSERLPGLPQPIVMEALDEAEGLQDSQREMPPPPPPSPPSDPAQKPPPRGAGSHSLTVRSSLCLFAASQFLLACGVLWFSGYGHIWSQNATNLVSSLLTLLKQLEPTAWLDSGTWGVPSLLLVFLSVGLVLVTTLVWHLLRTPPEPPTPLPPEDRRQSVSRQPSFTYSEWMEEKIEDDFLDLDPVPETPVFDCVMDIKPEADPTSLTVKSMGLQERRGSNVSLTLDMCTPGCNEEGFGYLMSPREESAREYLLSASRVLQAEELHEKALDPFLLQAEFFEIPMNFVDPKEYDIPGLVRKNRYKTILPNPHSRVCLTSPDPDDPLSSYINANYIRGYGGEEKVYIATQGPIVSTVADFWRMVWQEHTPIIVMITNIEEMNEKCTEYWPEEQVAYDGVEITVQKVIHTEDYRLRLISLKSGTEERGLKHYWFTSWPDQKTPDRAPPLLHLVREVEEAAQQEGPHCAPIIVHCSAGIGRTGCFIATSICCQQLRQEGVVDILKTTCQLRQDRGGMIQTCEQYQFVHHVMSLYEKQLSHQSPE
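System: isolated STEP enzyme; schedule: 20 min enzyme reaction at room temperature, protected from light; medium: Bis-Tris buffer pH 6.0, 2.5 mM DTT, 0.005% Tween 20; signal: fluorescence, 480/540 nm; dosing: single compound dose of 20 µM, 1% DMSO final; also added: OMFP substrate, 25 µM final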
Tb MetRS inh – blocks T. brucei methionyl-tRNA synthetase activity; 360,000 compounds, 0.4% hits; purified T. brucei MetRS, ATP depletion, Kinase-Glo luminescence; inhibition, % at 11.9 µM;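 active = inhibition above a per-plate cutoff of the control wells' mean inhibition plus 3 SD, cut at about 5.5% in these data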;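 also: 0% = DMSO wells median and 100% = median of wells with control inhibitor compound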
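Dosing: 11.9 µM compound single dose, 0.9% DMSO; Assay system: purified T. brucei MetRS enzyme; Measured by: Kinase-Glo luciferase luminescence reporting remaining unconsumed ATP; Schedule: 15 min plus 2 h at 25 °C.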
Rpn11 inh – inhibitors of human proteasome Rpn11; human 26S proteasome, Ub4-pepOG fluorescence polarization; 20S core pre-blocked with epoxomicin; calls only at 20 µM; 360,000 compounds, 0.59% hits; AID 588493; O00487;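 active = inhibition at 20 µM, scaled to each plate's controls, above about 33%, limit read from the data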
Scp1 inh – blocks human Scp-1 phosphatase activity; Q9GZU7; Recombinant Scp1, phosphopeptide, malachite green phosphate absorbance; inhibition, % at 20 µM; 340,000 compounds, 0.88% hits; AID 493091;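 active = inhibition above about 50% at 20 µM, limit read from the data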;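 also: plate controls were DMSO wells with enzyme for no effect and wells lacking enzyme for full effect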
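System: truncated SCP-1 phosphatase (76-261aa); medium: Tris acetate buffer pH 5.5 with MgCl2 and Tween-20; incubation: 45 min room-temperature reaction, 5 min colour, 30 min stabiliser; compound: single 20 µM dose, 1% DMSO; reagent: Phosphorylated 17-residue peptide substrate; read-out: % inhibition at 20 µM; technique: colorimetric free-phosphate detection, absorbance 630 nm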
NadD inh – inhibitors of Staphylococcus aureus NadD; AID 602399; purified NadD enzyme, colorimetric absorbance read-out; 360,000 compounds, 0.78% hits; inhibition, % at 20 µM; in the data active = inhibition above about 26%; also: some compounds past the cut are filed as inactive
The depositor's hits bear a star; i = inactive; . = not tested or not shown; + = active, no number.

SMILES | PABP1 MLLE inh | LMPTP block | CSN inh | DNMT1 inh | SUMO1 PPI mod | STEP block | Tb MetRS inh | Rpn11 inh | Scp1 inh | NadD inh
COc1ccc(C2/C=C\CN(Cc3ccncc3)CC(=O)N2Cc2ccc(F)cc2)cc1 (stereo not drawn) | 1 | -4.1 | 2 | -3 | 1 | -2 | -0.1 | i | 1 | 1
CCOC(=O)C1CCN(CCC(=O)Nc2ccc(Br)cc2)CC1 | -18 | -0.6 | -5 | -3 | 3 | -3 | 0.7 | i | -4 | -2
C/C(=N\N=c1/sc2ccccc2n1C)c1ccccn1 | 0 | 1.9 | 0 | 6 | -2 | 3 | -0.7 | i | -7 | -6
COc1cccc(C(=O)N2CCN(C3CCC(c4ccccc4)CC3)CC2)c1 (stereo not drawn) | 7 | 0.5 | -12 | -7 | 1 | 1 | -1.2 | i | -4 | 0
O=C(CN1C(=O)S/C(=C/c2ccc(N3CCOCC3)cc2)C1=O)N1CCOCC1 | -45 | -1.6 | 11 | 3 | -28 | 1 | -0.4 | . | -6 | 0
Cc1nn(C)cc1S(=O)(=O)N1CCN(c2cccc(Cl)c2)CC1 | 13 | 0.8 | -4 | -4 | -1 | 1 | 0.0 | i | -7 | -2
CN1CCN(c2oc(-c3cccs3)nc2S(=O)(=O)c2ccccc2)CC1 | -2 | -2.9 | -1 | 3 | 0 | -3 | -0.5 | i | 0 | -7
CC(=O)Nc1ccc(C2=NN(C)C(=NCc3ccccc3)SC2)cc1 | -17 | 1.1 | 10 | -14 | -11 | 1 | -0.3 | i | 6 | -9
COc1ccc(NC(=O)c2cn(-c3ccccc3)nc2-c2ccncc2)cc1 | 2 | 1.8 | -5 | -2 | 2 | -1 | 0.1 | i | 0 | 13
CC(=O)Nc1ccc(NC(=O)CSc2n[nH]c(-c3cccs3)n2)cc1 | -13 | -2.2 | -5 | -1 | 6 | -3 | -0.6 | i | -2 | -1
O=C(c1ccc(NS(=O)(=O)c2ccccc2)cc1)N1CCN(Cc2ccc3c(c2)OCO3)CC1 | -9 | -0.8 | -7 | 2 | 0 | -1 | -0.5 | i | -1 | 4
CCCNCc1cc(OC)c(OCC(=O)Nc2ccccc2)cc1Br | 7 | 0.7 | -6 | 1 | 4 | 2 | -0.4 | i | -2 | -6
CCCCNC(=O)c1nc(C2CCN(S(=O)(=O)c3c(F)cccc3F)CC2)oc1-c1cccc(C(F)(F)F)c1 | 2 | 3.2 | 0 | -3 | 0 | 2 | -0.2 | i | . | -3
CSc1ccccc1NC(=O)c1ccc([N+](=O)[O-])cc1 | 10 | -2.2 | -5 | 2 | -30 | 0 | -0.2 | i | 4 | -4
CC(C)CCN1C(Nc2ccccc2)=NC[C@@H]1C | 5 | 1.6 | 2 | 7 | 6 | 8 | -0.1 | i | -8 | 0
O=C(N/N=C/c1cc([N+](=O)[O-])ccc1Cl)c1ccc2nc[nH]c2c1 | -8 | -0.7 | 8 | 3 | 19 | 2 | -0.7 | + | 55* | -2
O=C(Cn1cc(S(=O)(=O)Cc2ccccc2F)c2ccccc21)N1CCOCC1 | 6 | 1.1 | 1 | 2 | -4 | -1 | -0.2 | i | -1 | 6
COc1cccc(CN(C)C(=O)c2cccc(S(=O)(=O)NCc3ccccc3)c2)c1OC | 11 | 0.1 | -3 | 2 | -1 | -1 | -0.7 | i | 1 | 1
CCOC(=O)c1sc(NC(=O)CSc2ncn(-c3ccccc3)n2)nc1C | 10 | -0.6 | 1 | -1 | -1 | -4 | 0.0 | i | 12 | 2
COC(=O)C/C=N/N=C1/NC(=O)/C(=C/C(=O)O)S1 | 9 | -0.5 | 6 | 4 | 2 | 2 | -0.2 | i | 0 | 0
CSc1ccccc1NC(=O)COC(=O)c1cnc(C)cn1 | 3 | -0.1 | -3 | -3 | -4 | -1 | 0.5 | i | -6 | 0
CCN(CC)S(=O)(=O)c1cccc(C(=O)NC(C(=O)NCCc2ccccn2)C(C)C)c1 (stereo not drawn) | 6 | -1.0 | 4 | 9 | 3 | 0 | -0.2 | i | -4 | 3
Cc1oc2ccc(OCc3ccc(Br)cc3)cc2c1C(=O)O | 5 | -0.2 | 0 | 2 | 7 | -2 | -0.5 | i | -19 | 1
c1ccc2c(CN3CCOCC3)csc2c1 | 6 | -3.9 | 0 | 1 | 1 | -2 | 0.2 | i | -7 | -2
Cn1c(N)c(C(=O)COC(=O)c2ccc3ccccc3c2)c(=O)n(C)c1=O | 7 | -1.0 | 9 | -8 | -8 | 0 | -0.2 | i | 53* | -1
CON=C1CCN(c2ncc(C(F)(F)F)cc2Cl)CC1 | 0 | 0.2 | 6 | 3 | -1 | 1 | 0.3 | i | -7 | 4
N#Cc1ccc(NC(=O)CN2C(=O)NC(Cc3ccccc3)C2=O)cc1 (stereo not drawn) | 6 | -1.4 | 4 | 0 | -1 | -1 | -0.4 | i | -8 | 8
CC1CCN(C(=O)c2ncn3c2c(=O)[nH]c2cccnc23)CC1 | -7 | -0.9 | 7 | 0 | 1 | -3 | -0.7 | i | . | 0
CCCn1c(SCC(=O)Nc2ccc(NC(C)=O)cc2)nc2c1c(=O)n(C)c(=O)n2C | -6 | -0.8 | 1 | 1 | 7 | 0 | 0.1 | i | -4 | 3
CC1(C)CC(=O)C2=C(C1)N(N1CCOCC1)C(N)=C(C#N)C2c1cccs1 (stereo not drawn) | 6 | -1.6 | 3 | -2 | 2 | 0 | 0.1 | i | -9 | -4
Cc1ccc(C(CNS(=O)(=O)c2ccc(Br)cc2)N2CCN(C)CC2)cc1 (stereo not drawn) | 5 | -1.4 | -6 | -1 | 0 | -2 | -0.6 | i | 1 | -10
O=C(N=C1SC2CS(=O)(=O)CC2N1c1ccccc1)C1CCCCC1 (stereo not drawn) | 8 | 22 | 2 | -1 | 0 | -2 | -0.2 | i | 0 | 2
CCSc1nnc(NC(=O)c2ccccn2)s1 | -4 | -1.3 | 1 | 4 | 0 | -3 | -3.4 | i | -5 | -1
O=S(=O)(c1cccs1)N1CCN(CC(O)COc2cc(Cl)ccc2Cl)CC1 (stereo not drawn) | -2 | 0.6 | -2 | -7 | 3 | -1 | -1.1 | i | 1 | -9
O=c1c2c(nc3nc(NCc4cccc(Cl)c4)[nH]n13)CCC2 | -2 | -0.4 | -3 | 0 | 7 | 0 | -1.0 | i | -5 | -2
Cc1cccc(C(=O)NC(=S)Nc2ccc3[nH]c(=O)[nH]c3c2)c1 | 12 | -0.6 | 0 | -5 | 4 | 0 | -0.5 | i | -5 | 4
O=C(Nc1cccc(-c2nn[nH]n2)c1)c1csc2c1CCCC2 | 7 | 1.4 | 3 | 0 | 7 | 0 | -0.3 | i | -7 | -6
Cn1ncc2c(NNC(=O)Cc3ccccc3)ncnc21 | 9 | -3.4 | -13 | 1 | -2 | 3 | -0.2 | i | -5 | 5
CCOc1ccc(CCNC(=O)COC(=O)c2n[nH]c3ccccc23)cc1OCC | -27 | 1.1 | -4 | 0 | 2 | 0 | -0.3 | i | . | -8
N#Cc1c(-c2ccccc2)c(-c2ccccc2)nn(CC(=O)NNC(=O)Nc2ccc(Cl)cc2)c1=O | -1 | 3.8 | -1 | -16 | -15 | 0 | -0.2 | i | -7 | 20
CCOC(=O)CN1C(=O)N[C@@H](c2ccc(Br)cc2)C(C(=O)OC)=C1C | 2 | -1.3 | 101 | 2 | -1 | 0 | -0.2 | i | -6 | -3
CCN(CC)S(=O)(=O)c1cccc(C(=O)/C=C2/N(C)c3ccccc3C2(C)C)c1 | -2 | 5.2 | 1 | -2 | 0 | 0 | -0.2 | i | -7 | -5
Cc1ccc(S(=O)(=O)N2CCC(C(=O)OCC(=O)N(Cc3ccccc3)C(C)C)CC2)cc1C | -14 | 3.2 | -3 | -3 | 2 | 2 | -0.4 | i | . | -4
Cc1nc2cc(C(=O)OCC(=O)NC34CC5CC(CC(C5)C3)C4)ccc2n1-c1ccccc1 | -61 | 6.5 | -4 | -1 | 0 | 3 | -0.6 | i | 1 | 6
Cc1ccc(NC(=O)CCCc2nc3ccccc3c(=O)[nH]2)c(Cl)c1 | -2 | -1.4 | -1 | 3 | -2 | -2 | -0.2 | i | -10 | -1
NNC(=O)c1ccc(Cn2cc(Cl)cn2)o1 | -9 | -1.8 | 3 | 4 | 0 | -2 | -0.6 | i | -14 | -4
CCOc1cccc(N2CCN(CCNC(=O)Nc3ccc(C)cc3)CC2)c1C | -16 | 0.5 | 3 | 3 | 4 | 3 | 0.0 | i | -5 | -2
CC(C)(C)NC(=O)/C=C/c1cccs1 | -6 | -0.5 | 15 | -2 | -2 | 0 | -0.2 | i | -5 | -10
O=C(O)CCNC(=O)OCC1c2ccccc2-c2ccccc21 | -7 | -0.7 | -4 | 2 | -6 | 4 | -1.3 | i | -7 | -2
O=C(NCC12CC3CC(CC(C3)C1)C2)c1cc2n(n1)C(C(F)(F)F)CC(c1ccco1)N2 (stereo not drawn) | 10 | 3.8 | -1 | -5 | 2 | -4 | 0.1 | i | -7 | -1

Rewritten with values under each structure: part of the list above.
Values run as follows: PABP1 MLLE inh, LMPTP block, CSN inh, DNMT1 inh, SUMO1 PPI mod, STEP block, Tb MetRS inh, Rpn11 inh, Scp1 inh, NadD inh
- CCOc1cccc(N2CCN(CCNC(=O)Nc3ccc(C)cc3)CC2)c1C
→ -16, 0.5, 3, 3, 4, 3, 0.0, i, -5, -2
- CC(C)(C)NC(=O)/C=C/c1cccs1
→ -6, -0.5, 15, -2, -2, 0, -0.2, i, -5, -10

(cont.)
SMILES | PABP1 MLLE inh | LMPTP block | CSN inh | DNMT1 inh | SUMO1 PPI mod | STEP block | Tb MetRS inh | Rpn11 inh | Scp1 inh | NadD inh
CCOC(=O)N1CCN(C(=O)CSCC(=O)Nc2nc(-c3ccc(OC)cc3)cs2)CC1 | 10 | 0.1 | -2 | 0 | 3 | 0 | -0.6 | i | -3 | 1
CCOC(=O)Cc1csc(NC(=O)Cc2ccc(C)cc2)n1 | 15 | -2.9 | 5 | -4 | -1 | -4 | -0.7 | i | -7 | -8
CCn1cc(C(=O)O)c(=O)c2cc(F)c(N/N=C/c3ccccc3[N+](=O)[O-])cc21 | -53 | 46 | 13 | 12 | 25 | 1 | -1.1 | + | -24 | 21
Cc1ncc(CN=Cc2ccc(Cl)cc2)c(N)n1 | 3 | 0.2 | 2 | 2 | -1 | 2 | -1.3 | i | -11 | -2

Assay outcomes (PubChem BioAssay)

Not a hit list; about 3.6% have a hit in one of these screens.
